GRK2 aptamer HTS: human GRK2 inhibition via aptamer displacement. bead flow cytometry, FAM-aptamer displacement from GRK2. hit rate 0.59% among 330,000. AID 488847. P25098. inhibition of aptamer binding, % at 10 µM;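 active means inhibition of aptamer binding above 40%, roughly 3 SD of noise, on plates passing a quality check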;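 further: median bead fluorescence of bound FAM aptamer so fluorescent compounds give negative values; no value below 0 was filed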
Target sequence (P25098 whole entry, looked up): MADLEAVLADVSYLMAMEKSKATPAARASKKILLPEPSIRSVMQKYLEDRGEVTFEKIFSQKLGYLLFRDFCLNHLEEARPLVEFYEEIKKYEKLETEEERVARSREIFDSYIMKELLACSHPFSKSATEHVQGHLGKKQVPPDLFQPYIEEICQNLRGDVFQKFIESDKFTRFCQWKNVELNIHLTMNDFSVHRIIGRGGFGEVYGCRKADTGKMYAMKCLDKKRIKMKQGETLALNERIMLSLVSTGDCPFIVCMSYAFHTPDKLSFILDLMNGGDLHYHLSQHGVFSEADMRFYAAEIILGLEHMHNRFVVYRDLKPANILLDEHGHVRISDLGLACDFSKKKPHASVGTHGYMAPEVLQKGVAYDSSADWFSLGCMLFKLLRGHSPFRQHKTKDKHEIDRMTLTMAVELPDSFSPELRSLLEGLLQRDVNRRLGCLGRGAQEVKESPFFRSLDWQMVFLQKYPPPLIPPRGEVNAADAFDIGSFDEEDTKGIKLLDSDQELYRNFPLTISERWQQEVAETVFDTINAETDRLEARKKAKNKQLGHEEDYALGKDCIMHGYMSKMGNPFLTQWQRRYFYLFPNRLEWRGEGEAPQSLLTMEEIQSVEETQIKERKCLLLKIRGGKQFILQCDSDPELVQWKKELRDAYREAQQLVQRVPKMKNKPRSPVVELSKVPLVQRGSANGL
LAP4-GFP MLPCN: modulators of TOR pathway LAP4-GFP in S. cerevisiae | S. cerevisiae LAP4-GFP multiplex, flow cytometry GFP, 3 h; median GFP as percent of DMSO wells | GFP response vs DMSO, % at 10 µM | hit rate 0.34% among 320,000 | AID 2023;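 active means GFP response vs DMSO above a set limit, about the screen mean plus 3 SD, cut at about 150% in these data; inconclusive means under 70 cell events counted for the yeast strain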
VLA-4 inh: inhibition in a human VLA-4 binding assay; VLA-4 expressing cells, ligand binding flow cytometry; P13612; hit rate 0.2% among 330,000; AID 2557; inhibition, % (about 7 µM as worked out from the volumes in the protocol); in the data active means inhibition above about 50%
Yeast superoxide: lowers age-related superoxide in aged yeast cells. S. cerevisiae aged cells, superoxide DHE fluorescence; active compounds read low. superoxide response (% of plate mean), % at 10 µM. hit rate 0.18% among 330,000. AID 2690;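 active means superoxide response under a set limit, about three screen SD below normal, cut at about 65% in these data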;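 further: yeast aged for seven days with compound at 30 °C before DHE staining; 100% = average MFI of all compound-treated wells on the plate with controls excluded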
MEP2 TOR yeast: modulators of TOR pathway MEP2-GFP in S. cerevisiae | S. cerevisiae MEP2-GFP strain, flow cytometry GFP, 3 h; 100% = DMSO control level | GFP response vs DMSO, % at 10 µM | hit rate 0.51% among 330,000;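 active means GFP response versus DMSO above a set limit, roughly screen mean plus 3 SD, cut at about 180% in these data; inconclusive means fewer than 70 cells counted for a yeast strain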;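 further: median GFP fluorescence of the barcode-gated MEP2-GFP cells per well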
CIT2 TOR yeast: modulators of TOR pathway CIT2-GFP in S. cerevisiae; hit rate 0.065% among 320,000; AID 2029; S. cerevisiae CIT2-GFP strain, flow cytometry, 3 h; 100 means same as DMSO wells; GFP response vs DMSO, % at 10 µM;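 active means GFP response relative to DMSO above a set limit, near the screen mean plus 3 SD, cut at about 150% in these data; inconclusive means Fewer than 70 cells measured for a yeast strain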;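 further: ratio of well median GFP fluorescence to mean of DMSO wells on the plate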
RPL19A TOR yeast: alters RPL19A-GFP fluorescence in TOR pathway yeast screen; S. cerevisiae RPL19A-GFP strain, flow cytometry, 3 h; active compounds read low; percent response vs DMSO, % at 10 µM; hit rate 0.3% among 330,000; AID 2025;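 active means percent response vs DMSO below 50%; inconclusive means fewer than 70 events counted for the yeast strain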;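 further: median channel GFP fluorescence of the barcoded RPL19A-GFP strain; ratio of sample median GFP to plate DMSO average so 100% = DMSO; lower means less RPL19A-GFP as with rapamycin TOR inhibition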
AGP1 TOR yeast: modulators of TOR pathway AGP1-GFP in S. cerevisiae; S. cerevisiae AGP1-GFP multiplex flow cytometry, 3 h; GFP as percent of DMSO wells; GFP response vs DMSO, % at 10 µM; hit rate 0.02% among 320,000; AID 2066;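 active means GFP response relative to DMSO above a set limit, near screen average plus 3 SD, cut at about 150% in these data; inconclusive means fewer than 70 cells counted for the yeast strain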;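 further: median GFP channel fluorescence of the gated AGP1 strain per well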
Starred values were filed as active, the others as inactive; ? = inconclusive; . = no result given; [ ] = dose if it differs, or a comment.

Compound | GRK2 aptamer HTS | Yeast superoxide | CIT2 TOR yeast | RPL19A TOR yeast | AGP1 TOR yeast | MEP2 TOR yeast | LAP4-GFP MLPCN | VLA-4 inh
COc1ccccc1CNC(=O)CNC(=O)c1sc2ccccc2c1Cl | 3 | 92 | 99 | 100 | 104 | 100 | 106 | -1
COc1ccc(S(=O)(=O)N2CCOCC2)cc1C(=O)N(C)CCOc1ccc(Cl)cc1 | 4 | 94 | 91 | 98 | 104 | 101 | 109 | -3
O=C(N/N=C/c1ccc(O)c2ccccc12)c1cccnc1 | 1 | 105 | 112 | 106 | 98 | 102 | 85 | -4
CC1(C)C2CCC(C2)C1(C)NC(=O)C[N+](C)(C)C (stereo unspecified) | 0 | 90 | 104 | 98 | 103 | 104 | 107 | .
COc1ccc(N(CC(=O)NCCSc2ccc(C)cc2)S(=O)(=O)c2ccccc2)c(OC)c1 | 1 | 91 | 102 | 105 | 102 | 103 | 89 | -10
Cc1ccc(C(=O)/C=C/C(=O)O)cc1 | 0 | 76 | 81 | 93 | 93 | 88 | 140 | -4
CCOC(=O)C1C(=O)CC(C)(O)C(C(=O)OCC)C1c1ccc(Br)o1 (stereo unspecified) | 3 | 88 | 105 | 100 | 90 | 106 | 97 | 20
CCOc1ccc(-c2nnn(CCC#N)n2)cc1OC | 0 | 97 | 109 | 101 | 102 | 103 | 101 | -1
O=C(Cc1cccs1)Nc1ccc(F)cc1 | 2 | 92 | 98 | 97 | 36 | 103 | 91 | 10
Cc1onc(-c2c(Cl)cccc2Cl)c1C(=O)Nc1nccs1 | 0 | 112 | 90 | 96 | 92 | 97 | 104 | 1
Cc1ccnc(SCc2ccc([N+](=O)[O-])cc2)n1 | 2 | 85 | 85 | 92 | 94 | 90 | 102 | -3
CC(C)(C)OC(=O)N1CCC[C@H]1C(=O)N/N=C/c1ccc2nccnc2c1 | 0 | 67 | 103 | 103 | 100 | 107 | 105 | 8
CN(C)N1C(N)=C(C#N)C(c2ccc3c(c2)OCO3)C2=C1CC(C)(C)CC2=O (stereo unspecified) | 3 | 98 | 100 | 105 | 96 | 109 | 85 | 7
COc1ccc(NS(=O)(=O)c2cc(NC(=O)C3CCCO3)ccc2N2CCCC2)cc1 (stereo unspecified) | 0 | 99 | 103 | 96 | 97 | 96 | 101 | -7
CCCc1cc(C(=O)Nc2nnc(C)s2)cs1 | 1 | 111 | 91 | 95 | 101 | 98 | 112 | -2

Later entries:
Compound | GRK2 aptamer HTS | Yeast superoxide | CIT2 TOR yeast | RPL19A TOR yeast | AGP1 TOR yeast | MEP2 TOR yeast | LAP4-GFP MLPCN | VLA-4 inh
COc1ccc(C(=O)N=c2nc3ccccn3s2)cc1 | 3 | 97 | 89 | 95 | 91 | 106 | 105 | 3
CCOc1ccccc1N(CC(=O)NC(C)(C)C)C(=O)c1ccc(CN2CCOCC2)o1 | 0 | 107 | 100 | 93 | 97 | 100 | 97 | -4
Cc1cc(C)n2nc(C(=O)Nc3ccc4c(c3)OCO4)cc2n1 | 0 | 110 | 103 | 97 | 93 | 98 | 99 | -1
Cc1ccc(NC(=S)/C(=C(\[O-])c2ccc(F)cc2)[n+]2ccccc2)cc1 | 9 | 99 | 107 | 93 | 114 | 123 | 115 | 14
COCCn1nnnc1C(c1ccc(OC)c(OC)c1)N1CCN(c2nc3ccccc3s2)CC1 (stereo unspecified) | 2 | 116 | 99 | 95 | 98 | 96 | 92 | 24
CSc1nc(C)c(CCOCc2ccccc2)c(=O)[nH]1 | 0 | 96 | ? | 64[may fluoresce violet] | ? | 233*[may fluoresce violet] | 69[may fluoresce violet] | 10
Cc1ccc(S(=O)(=O)N2CCC(C(=O)OCC(=O)N(C)C3CCS(=O)(=O)C3)CC2)cc1C (stereo unspecified) | 0 | 106 | 84 | 90 | 96 | 91 | 99 | 22
NS(=O)(=O)c1ccc(NC(=O)CN2C(=O)C3C4C=CC(C4)C3C2=O)cc1 (stereo unspecified) | 0 | 103 | 97 | 100 | 98 | 101 | 104 | 12
O=C(O)CCNC(=O)OCC1c2ccccc2-c2ccccc21 | 0 | 107 | 98 | 104 | 95 | 111 | 117 | -4
CC(C)(C)C(=O)Nc1cc(NC(=O)C(C)(C)C)cc(C(=O)NNC(=O)c2ccncc2)c1 | 0 | 98 | 95 | 102 | 96 | 108 | 94 | 8
CCC1Oc2ccc(C)cc2N(CC(=O)NCCN2CCOCC2)C1=O (stereo unspecified) | 1 | 115 | 95 | 89 | 86 | 105 | 85 | 0
CCOC(=O)CNC(=O)C1c2ccccc2Oc2ccccc21 | 4 | 103 | 94 | 99 | 97 | 97 | 93 | 15
CC1(C)CC(=O)C/C(=N/Nc2nc3ccccc3s2)C1 | 0 | 103 | 103 | 104 | 103 | 101 | 114 | -23
COc1ccc(/C=N/N=C(\N)c2nonc2N)cc1OC | 0 | 102 | 92 | 97 | 96 | 100 | 106 | 10
CCc1nnc(NC(=O)CCn2cnc3ccccc3c2=O)s1 | 2 | 87 | 97 | 97 | 100 | 89 | 100 | -2

Later entries.
Compound | GRK2 aptamer HTS | Yeast superoxide | CIT2 TOR yeast | RPL19A TOR yeast | AGP1 TOR yeast | MEP2 TOR yeast | LAP4-GFP MLPCN | VLA-4 inh
C=CCOc1ccc(C2NC(=O)c3ccccc3O2)cc1OCC (stereo unspecified) | 2 | 102 | 96 | 95 | 94 | 99 | 93 | 4
CC(C)C(NC(=O)CSCc1ccc([N+](=O)[O-])cc1)C(C)C | 0 | 101 | 109 | 108 | 105 | 107 | 109 | -12
CNC[C@H]1Oc2ccc(NC(=O)Nc3ccc4c(c3)OCO4)cc2C(=O)N([C@H](C)CO)C[C@@H]1C | 0 | 109 | 99 | 92 | 97 | 94 | 94 | -7
O=[N+]([O-])c1cc(S(=O)(=O)NC2=NCCCCC2)ccc1Cl | 0 | 115 | 95 | 98 | 95 | 96 | 95 | 4
CN(CC(=O)Nc1ccc(Cl)cc1)C(=O)Cc1c(F)cccc1Cl | 0 | 95 | 101 | 98 | 102 | 97 | 95 | 13
CCOC(=O)c1ccc(NC(=O)CSCc2ccco2)cc1 | 0 | 80 | 95 | 101 | 108 | 110 | 116 | 7
Cc1c(NC(=O)COC(=O)C2(c3ccc(F)cc3)CCCC2)c(=O)n(-c2ccccc2)n1C | 0 | 145 | 94 | 97 | 93 | 98 | 95 | -12
COc1ccc(-n2c(C)cc(/C=N/Nc3nnc(C)n3N)c2C)cc1 | 0 | 104 | 104 | 101 | 108 | 102 | 102 | 2
Nc1nc(Nc2ccccc2F)nc(NCc2ccco2)c1[N+](=O)[O-] | 0 | 92 | 92 | 99 | 89 | 86 | 111 | 0
COc1ccc(NC(=O)c2ccc3c(c2)CCN3S(=O)(=O)c2ccccc2)cc1 | 0 | 127 | 98 | 102 | 99 | 102 | 97 | -3
CCOc1cc(/C=N/NC(=O)c2nnn(-c3nonc3N)c2C)ccc1OCc1ccc(F)cc1 | 0 | 119 | 102 | 100 | 101 | 103 | 95 | 14
CCC(C)C(=O)Nn1c(C2CC2)nc2cc(OC)c(OC)cc2c1=O (stereo unspecified) | 3 | 100 | 100 | 100 | 92 | 92 | 96 | 15
COc1ccc(NS(=O)(=O)c2cccc(NC(=O)c3ccc(Cl)nc3)c2)cc1 | 0 | 110 | 98 | 100 | 102 | 104 | 100 | 9
CCOc1ccc(C(=O)Nc2ccc(S(=O)(=O)Nc3cc(C)on3)cc2)cc1 | 2 | 86 | 104 | 106 | 104 | 105 | 92 | 2
Cc1cccc(CSC2=NN3CCCC(=O)N=C3S2)c1 | 2 | 105 | 115 | 104 | 106 | 101 | 119 | -9

Continuation.
Compound | GRK2 aptamer HTS | Yeast superoxide | CIT2 TOR yeast | RPL19A TOR yeast | AGP1 TOR yeast | MEP2 TOR yeast | LAP4-GFP MLPCN | VLA-4 inh
O=C(CCCN1C(=O)/C(=C/c2ccccc2Cl)SC1=S)NNC(=O)c1cccnc1 | . | 102 | 90 | 97 | 104 | 99 | 104 | -3
O=C(O)C1CCCN1S(=O)(=O)c1ccc(Cl)cc1 (stereo unspecified) | 0 | 95 | 106 | 106 | 105 | 104 | 95 | 0
Cc1ccccc1C(=O)N1CCc2cc(-c3csc(NC(=O)CN4CCCC4)n3)ccc21 | 0 | 93 | 95 | 103 | 99 | 102 | 97 | 2
CN(C)/C=C/C(=O)/C=C/c1ccc(Cl)cc1Cl | 0 | 104 | 104 | 98 | 92 | 104 | 97 | 0
Cn1c(SCc2nc3ccccc3[nH]2)nnc1-c1ccccn1 | 1 | 99 | 106 | 101 | 107 | 99 | 106 | 21
Cc1cccc(C)c1NC(=S)N1CCC(c2ccccc2)C1 (stereo unspecified) | 0 | 93 | 104 | 97 | 99 | 96 | 94 | -4
CC(=O)c1cccc(NC(=O)CSCc2ccc(Br)cc2)c1 | 1 | 117 | 95 | 96 | 88 | 92 | 93 | 13
Cc1nc(SCc2ccccc2C#N)n[nH]1 | 0 | 103 | 102 | 101 | 94 | 108 | 100 | -3
C=CCc1ccc(OCCCCNC2CCCC2)c(OC)c1 | 0 | 110 | 99 | 98 | 100 | 98 | 97 | 4
O=S(=O)(Nc1cccc(-c2ccc(N3CCCCCC3)nn2)c1)c1ccccc1F | 1 | 101 | 99 | 47* | 15 | 117 | 79 | 2
CCc1cccc(CC)c1NC(=O)c1cccc(S(=O)(=O)N2CCN(C)CC2)c1 | 1 | 102 | 95 | 102 | 98 | 101 | 88 | 20
CC(C)CCC(CC(C)O)C(=O)NNC(=S)Nc1ccccc1 (stereo unspecified) | 0 | 81 | 97 | 98 | 108 | 110 | 118 | 5
Cc1cc(C)nc(NC(=O)CSc2nn(C)c(=S)s2)n1 | 4 | 87 | 113 | 98 | 99 | 104 | 99 | 2
Oc1ccccc1CNc1ccc2c(c1)OCCO2 | 2 | 95 | 101 | 97 | 99 | 92 | 100 | -10
COc1ccc2c(c1OC)C(=O)OC2 | 0 | 112 | 92 | 95 | 101 | 98 | 103 | -10

New compounds follow
Compound | GRK2 aptamer HTS | Yeast superoxide | CIT2 TOR yeast | RPL19A TOR yeast | AGP1 TOR yeast | MEP2 TOR yeast | LAP4-GFP MLPCN | VLA-4 inh
NC(=O)CCNC(=O)c1ccc(Cl)cc1 | 2 | 108 | 98 | 105 | 101 | 100 | 101 | 1
CN(CC(=O)Nc1c(Cl)cccc1Cl)C(=O)C1CCN(C(=O)Nc2ccccc2)CC1 | 1 | 90 | 101 | 99 | 104 | 99 | 103 | 2
Cc1ccc(N(C)S(=O)(=O)c2cccc(C(=O)Nc3ccc(C)cn3)c2)cc1 | 0 | 103 | 75 | 95 | 94 | 98 | 113 | 8
CSc1ccccc1C(=O)C1CCCN(C(=O)c2cc(C(C)C)no2)C1 (stereo unspecified) | 3 | 92 | 109 | 110 | 113 | 109 | 115 | 17
COc1cc(S(=O)(=O)N2CCOCC2)ccc1NC(=O)c1cc2c(s1)CCC2 | 2 | 97 | ? | 39*[may fluoresce violet] | 17[may fluoresce violet] | 233*[may fluoresce violet] | 96[may fluoresce violet] | 22
Cc1c(Cl)cccc1NS(=O)(=O)c1c(C(=O)N2CCOCC2)c(C)n(C)c1C | 3 | 109 | 99 | 97 | 95 | 94 | 92 | 4
CN(CCc1ccccn1)C(=O)CCC1CCCN(C(=O)c2ccccn2)C1 (stereo unspecified) | 0 | 105 | 98 | 99 | 109 | 97 | 108 | 2
CC1=Nn2c(nnc2C2CCCCC2)SC1 | 2 | 99 | 89 | 94 | 96 | 97 | 97 | 9
CC(C)n1nc(C(=O)OCC(=O)N2CC(=O)Nc3ccccc32)c2ccccc2c1=O | 1 | 108 | 99 | 99 | 100 | 112 | 96 | 1
O=C(O)c1ccc2ncsc2c1 | 5 | 193 | 98 | 94 | 96 | 96 | 95 | 10
O=C(COc1ccc2c3c(c(=O)oc2c1)CCCC3)NCc1cccnc1 | 0 | 101 | 89 | 91 | 92 | 91 | 87 | 4

Screening results: PubChem BioAssay, NMMLSC
